Screens from PubChem BioAssay.
NR2E3 ag-1 – human photoreceptor-specific nuclear receptor agonism | Q9Y5X4 | CHO-S Gal4-NCOR/VP16-NR2E3 two-hybrid, luciferase | inhibition of corepressor binding, % at 3.98 µM | hit rate 0.35% among 360,000 | AID 602229;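 active = inhibition above the mean of all tested compounds plus 3 SD, cut at about 70% in these data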;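 note: 0% = DMSO with NR2E3 transfected cells and 100% = cells lacking NR2E3 construct; higher means lower luciferase signal from less NR2E3 corepressor binding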
Target sequence (Q9Y5X4 whole entry, looked up, the tested form may be a part): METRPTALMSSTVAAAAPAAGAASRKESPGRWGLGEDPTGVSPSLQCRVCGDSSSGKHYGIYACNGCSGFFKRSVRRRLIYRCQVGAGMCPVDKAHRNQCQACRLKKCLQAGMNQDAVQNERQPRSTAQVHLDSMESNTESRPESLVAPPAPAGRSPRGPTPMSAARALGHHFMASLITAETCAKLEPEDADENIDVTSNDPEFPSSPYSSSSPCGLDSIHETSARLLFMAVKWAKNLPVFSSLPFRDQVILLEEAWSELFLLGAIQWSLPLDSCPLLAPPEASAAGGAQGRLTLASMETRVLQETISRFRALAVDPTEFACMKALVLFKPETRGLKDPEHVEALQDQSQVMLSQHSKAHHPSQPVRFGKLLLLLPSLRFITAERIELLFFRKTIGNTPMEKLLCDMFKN
Shn3 3UTR inh – inhibitors of Schnurri-3 3'UTR reporter in osteoblasts. hit rate 0.52% among 360,000. Clone20 osteoblast Shn3 3'UTR firefly luciferase, 24 h. inhibition, % at 12.5 µM;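 active = mean inhibition of at least 75% with every replicate also reaching 75%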;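 note: 0% = median of neutral control wells and 100% = pilot-screen positive control compound; some compounds past the cut are filed as inactive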
PDI turbidity – PDI (human) enzyme inhibition. PDI insulin aggregation turbidity, A650, 90 min. inhibition, % at 10 µM. hit rate 0.052% among 350,000. AID 588391;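 active = mean inhibition across replicates of 30% or more, whatever share of single replicates reach that level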;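 note: absorbance from insulin aggregation driven by PDI reduction with DTT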
CaV13 ICDI inh – Disruptors of the CACNA1D IQ motif to Ca2+-dependent inactivation inhibitor domain association, primary screening, Förster resonance energy transfer in intact living … | HEK cells, CFP/YFP FRET ICDI-IQ, plate reader, 10 min; percent FRET-ratio fall versus neutral wells | hit rate 0.098% among 340,000 | inhibition, % at 12.3 µM | AID 743397;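 active = mean replicate inhibition of at least 30% and at least 1% of replicates passing that level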;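 note: 0% = median of the neutral control wells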
MITF TRPM1 inh – inhibitors of MITF-driven TRPM1 promoter in melanoma cells; inhibition, % at 12.5 µM; AID 488899; hit rate 0.83% among 330,000; SK-MEL-5 TRPM1 promoter luciferase, 24 h;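 active = mean inhibition across replicates of 60% or more, whatever share of single replicates reaches that level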; note: values of inactives mirror those of a sister screen read the other way
iPSC survival up – hiPSC single-cell survival enhancement; ATPlite luminescence; 100% = ROCK inhibitor wells, 0% = DMSO; survival enhancement, % at 20 µM; hit rate 0.044% among 360,000; AID 602274; in the data active = survival enhancement above about 18%;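 note: cells exposed to compounds for 16 hours before the ATP read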
HTR2A ag – mouse HTR2A agonism via beta-arrestin recruitment | P35363 | CHO-K1 mHTR2A beta-arrestin complementation, luminescence; percent of 30 µM serotonin response | activation, % at 7.6 µM | hit rate 0.66% among 360,000;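 active = activation above a run cutoff, the mean activation of all tested compounds plus 3 SD, cut at about 14% in these data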;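 note: 0% = plate median of compound wells and 100% = 30 µM serotonin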
Target sequence (P35363 whole entry, looked up): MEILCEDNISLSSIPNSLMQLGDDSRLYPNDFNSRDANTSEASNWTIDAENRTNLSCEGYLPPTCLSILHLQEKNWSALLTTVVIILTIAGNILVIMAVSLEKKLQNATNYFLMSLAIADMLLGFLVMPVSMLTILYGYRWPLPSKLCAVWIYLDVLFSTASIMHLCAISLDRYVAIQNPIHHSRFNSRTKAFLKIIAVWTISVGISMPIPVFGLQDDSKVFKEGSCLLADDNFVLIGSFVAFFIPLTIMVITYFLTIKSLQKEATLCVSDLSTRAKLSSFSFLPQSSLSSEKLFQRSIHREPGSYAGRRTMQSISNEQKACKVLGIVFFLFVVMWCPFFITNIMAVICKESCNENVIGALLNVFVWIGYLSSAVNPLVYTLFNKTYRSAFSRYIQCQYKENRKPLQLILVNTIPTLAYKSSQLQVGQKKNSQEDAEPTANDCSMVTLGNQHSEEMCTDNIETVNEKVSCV
NR2E3 ag-2 – NR2E3 (human) agonism; Q9Y5X4; GST-NR2E3/biotin-RetCOR TR-FRET, 1536-well; inhibition of corepressor binding, % at 4.78 µM; hit rate 0.12% among 320,000; AID 2300;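 active = percent inhibition above the cutoff of mean plus 3 SD of all tested compounds, set per screening campaign, cut at about 20% in these data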;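 note: 0% = DMSO wells and 100% = biotin wells as full block of FRET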
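System: GST-NR2E3 and biotin-RetCOR proteins; probe or stimulus: 7 nM biotin-RetCOR; doses: compound at 4.8 µM, single dose; schedule: Compound–protein incubation for 5 h at 4 °C; detection: time-resolved FRET; read-out: percent inhibition; controls: biotin wells as high control, 0.6% DMSO wells as low control; format: 1536-well plates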
H9c2 protect – modulators protecting cardiomyocytes from myocardial damage. H9c2 cardiomyocytes, H2O2 injury protection, ATPLite, 2 h. protection from H2O2 cell death, % at 20 µM. hit rate 0.63% among 360,000. AID 588492;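 active = compounds giving at least 50% protection of heart cells from peroxide-induced death in the single-dose screen, raw or plate-pattern-corrected value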;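 note: 0% = DMSO wells with peroxide and 100% = DMSO wells without peroxide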
Peg3 promoter – reduces Peg3 promoter-driven luciferase expression in HeLa | HeLa PEG-Prom luciferase reporter, luminescence, overnight | inhibition, % at 20 µM | hit rate 1.7% among 360,000;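 active = inhibition of at least 50% at 20 µM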
HIF-2a inh – inhibitors of HIF-2a; 786-0 RCC cells HIF-2a reporter, luciferase luminescence, overnight; inhibition, % at 18.8 µM; hit rate 0.72% among 360,000; AID 624352;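 active = inhibition of the luminescence signal of 40% or more relative to plate controls, in a single-dose primary screen at 18.75 µM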
An asterisk follows results filed as active; nt = no result given. Not a hit list. About 3.9% of those tested had a hit in this group.

The first 6 entries, ahead of the listing:
SMILES	NR2E3 ag-1	Shn3 3UTR inh	PDI turbidity	CaV13 ICDI inh	MITF TRPM1 inh	iPSC survival up	HTR2A ag	NR2E3 ag-2	H9c2 protect	Peg3 promoter	HIF-2a inh
CCN(CC)CC(=O)n1c2c(c3ccccc31)CCCC2	-28	-3	-1	nt	-5	-2.0	-2	0	11	-1	7
O=C(OCc1cc(Cl)cc2c1OCOC2)c1cccnc1Cl	-3	0	-3	-6	-25	-0.9	-5	nt	1	-25	-19
Cc1cccc(C#N)c1NC1=CC(=O)CC(C)(C)C1	5	9	-5	1	3	1.1	-4	-1	8	17	18
Cc1c(Cl)cnc(NC(=O)COC(=O)C2CC2)c1Cl	-15	2	7	-5	-5	-0.5	-4	nt	-3	-28	-7
O=c1[nH]nc(SCc2nc3ccccc3s2)n1C1CC1	-17	-49	-3	4	-4	-0.9	4	1	-7	-61	-142
Cc1cc(NC(=O)CSc2ncnc3c2cnn3-c2ccccc2)no1	-12	13	3	-5	9	0.6	-3	4	-5	4	17

The list itself, repeating the preview:
SMILES	NR2E3 ag-1	Shn3 3UTR inh	PDI turbidity	CaV13 ICDI inh	MITF TRPM1 inh	iPSC survival up	HTR2A ag	NR2E3 ag-2	H9c2 protect	Peg3 promoter	HIF-2a inh
CCN(CC)CC(=O)n1c2c(c3ccccc31)CCCC2	-28	-3	-1	nt	-5	-2.0	-2	0	11	-1	7
O=C(OCc1cc(Cl)cc2c1OCOC2)c1cccnc1Cl	-3	0	-3	-6	-25	-0.9	-5	nt	1	-25	-19
Cc1cccc(C#N)c1NC1=CC(=O)CC(C)(C)C1	5	9	-5	1	3	1.1	-4	-1	8	17	18
Cc1c(Cl)cnc(NC(=O)COC(=O)C2CC2)c1Cl	-15	2	7	-5	-5	-0.5	-4	nt	-3	-28	-7
O=c1[nH]nc(SCc2nc3ccccc3s2)n1C1CC1	-17	-49	-3	4	-4	-0.9	4	1	-7	-61	-142
Cc1cc(NC(=O)CSc2ncnc3c2cnn3-c2ccccc2)no1	-12	13	3	-5	9	0.6	-3	4	-5	4	17
COC(=O)CN1C(=S)N(c2ccc(F)cc2)C(=O)C1CC(=O)Nc1ccccc1 (stereo not given)	1	-1	2	3	-11	0.2	1	2	27	9	19
Cc1ccc(-c2cc(C(=O)O)c3ccccc3n2)s1	-100	-42	1	-3	7	-0.5	2	nt	-15	-85	-80
COc1cccc(-c2cc(C(=O)N3C(C)CCCC3C)no2)c1 (stereo not given)	-89	-72	1	-5	-100	0.6	-2	1	-3	-255	-176
O=[N+]([O-])c1ccc(O)c(/C=N/n2cnc3ccccc32)c1	-68	-10	-3	-5	4	-1.7	1	4	-10	2	-54
C=CCOc1ccc(C(=O)O)cc1Cl	7	10	1	-5	nt	6.4	6	0	2	9	5
COc1cccc(CNC[C@H]2O[C@@H](n3ccc(N)nc3=O)[C@H](O)[C@@H]2O)c1OCc1ccc(F)cc1Cl	-25	-2	0	-6	nt	-1.8	5	nt	9	20	6
O=C(OC12CC3CC(CC(C3)C1)C2)c1ccc(NCc2cc(O)ccc2O)cc1	91*	98*	11	-8	67*	-3.3	7	nt	-14	83*	88*
COCCN1C[C@@H](CO)O[C@@H](n2cnc3c(N4CCN(C)CC4)ncnc32)C1	3	14	-16	nt	nt	1.0	9	nt	2	16	10
O=C(/C=C/c1ccccc1)NC(NC(=S)Nc1ccc(Cl)cc1Cl)C(Cl)(Cl)Cl (stereo not given)	3	43	-15	nt	8	3.6	-5	-4	-26	25	-7
O=C(Nc1ccc(C(=O)O)cc1)/C(=C/c1ccc([N+](=O)[O-])cc1)NC(=O)c1ccccc1	30	-6	3	-4	-2	-0.7	1	0	5	20	18
c1ccc(-c2noc(CSc3nnnn3-c3ccccc3)n2)cc1	-2	4	-4	-5	-5	0.0	-3	2	-10	-21	-60
O=C(/C=C/c1ccccc1)NCCSCc1ccc(Cl)cc1	-31	10	10	-6	10	0.9	-6	-4	-2	0	8
COc1ccc(Cl)cc1C(=O)NCCS(=O)(=O)N1CCN(c2ccccc2F)CC1	9	-8	-7	-3	11	0.4	-5	4	-5	24	3
COc1ccc(NC(=O)CCCN2C(=O)C3CC=CCC3C2=O)cc1 (stereo not given)	-10	-8	-3	-7	-19	-0.5	6	5	4	-28	-54

Record cards (already shown):
Shown for C=CCOc1ccc(C(=O)O)cc1Cl = NR2E3 ag-1 = 7; Shn3 3UTR inh = 10; PDI turbidity = 1; CaV13 ICDI inh = -5; MITF TRPM1 inh = nt; iPSC survival up = 6.4; HTR2A ag = 6; NR2E3 ag-2 = 0; H9c2 protect = 2; Peg3 promoter = 9; HIF-2a inh = 5
Shown for c1ccc(-c2noc(CSc3nnnn3-c3ccccc3)n2)cc1 = NR2E3 ag-1 = -2; Shn3 3UTR inh = 4; PDI turbidity = -4; CaV13 ICDI inh = -5; MITF TRPM1 inh = -5; iPSC survival up = 0.0; HTR2A ag = -3; NR2E3 ag-2 = 2; H9c2 protect = -10; Peg3 promoter = -21; HIF-2a inh = -60

Continued.
SMILES	NR2E3 ag-1	Shn3 3UTR inh	PDI turbidity	CaV13 ICDI inh	MITF TRPM1 inh	iPSC survival up	HTR2A ag	NR2E3 ag-2	H9c2 protect	Peg3 promoter	HIF-2a inh
O=C(OCC(=O)N1CCCc2ccccc21)c1ccc(Cl)nc1	-12	-15	8	-2	-2	-1.4	-1	-3	9	7	9
Cc1ccc(NC(=O)CCC(=O)NNC(=O)c2ccccc2)c(C)c1	-10	-11	-4	-5	8	0.7	3	2	-1	13	12
CCOC(=O)CCSc1nc(-c2ccccc2)cc(C(F)(F)F)n1	7	19	2	-1	-13	-1.5	3	-2	-19	11	15
COc1ccc2oc(C(=O)OCC(=O)Nc3ccccc3)c(C)c2c1	-16	-27	-1	nt	-14	-0.5	0	5	-1	-25	-12
CCCN(CC1CC1)C(=S)NC(=O)c1cc(Br)ccc1Cl	81*	9	-6	-6	-1	-0.4	-7	nt	13	9	5
CCC(=O)NCCNC(=O)c1c(SC)nsc1SC	-14	13	-3	-5	13	3.1	-3	0	4	-1	4
CC(C)CCn1c(CN2CCOCC2)nc2c1c(=O)n(C)c(=O)n2C	13	-24	nt	-4	nt	-1.0	12	-1	-2	-3	-5
CCOC(=O)c1sc(C)c2c1NC1(CCCCCC1)NC2=O	-6	1	1	nt	-3	0.3	3	0	9	15	20
O=C(NNC(=O)c1sccc1-n1cccc1)c1ccc(Cl)cc1	0	2	-7	-3	0	0.5	-3	2	-7	-4	4
COc1ccc(CNC(=O)c2cc(S(=O)(=O)N3CCCCC3)ccc2N2CCOCC2)cc1OC	3	11	-3	-6	nt	-1.5	-1	nt	-5	-4	4
COc1ccc(N2CCN(CCCNC(=S)Nc3c(C)cccc3C)CC2)cc1	-23	24	3	-16	7	0.6	-7	-2	-1	1	11
CCc1nnc(NC(=O)CSc2nnc(C3CCCCC3)n2-c2cccc(Cl)c2)s1	0	11	1	-5	13	-0.7	1	1	9	-20	22
COc1ccc(OCC(=O)NCc2ccc(Cl)cc2)cc1	-14	8	8	-4	-3	-0.6	-4	2	2	0	13
CCOC(=O)c1cc(-c2ccccc2C)n(CC2CC(c3cccc([N+](=O)[O-])c3)=NO2)n1 (stereo not given)	7	-4	-2	-14	0	3.0	-12	4	1	32	28
CC(Nc1cccc([N+](=O)[O-])c1)C(=O)Nc1ccc(S(=O)(=O)N2CCCC2)cc1 (stereo not given)	0	-4	-10	-6	10	-0.5	-5	nt	-2	28	10
CCOC(=O)c1c(-c2cccs2)csc1NC(=O)c1ccco1	-42	-29	11	-3	8	-1.5	5	1	-2	-4	-33
CCc1ccccc1NC(=O)C1CCN(c2cnccn2)CC1	-3	-3	-19	-4	6	0.5	12	4	-5	6	9
O=C(O)c1cc2ccccc2[nH]1	-3	-7	nt	nt	17	-1.8	-1	nt	-3	10	14
O=C(Nc1ccc(S(=O)(=O)Nc2nccs2)cc1)c1ccc(=O)[nH]c1	4	-3	9	-6	-17	1.0	3	1	-2	6	11
CCOC(=O)c1ccc(NC(=S)Nc2cccc(N)n2)cc1	-92	-49	1	-5	-36	0.1	3	2	0	-273	-262
Cc1ccc(NC(=O)Nc2cnccn2)cc1C	-27	nt	12	4	-48	0.0	-3	3	-2	-111	-189
O=c1oc(-c2ccccc2)nc2sc3c(c12)CCC3	-89	-21	-8	-5	-6	3.6	-4	-1	-8	-118	-148
Cc1ccc(-c2nnn(CC(=O)O)n2)cc1	-3	3	-7	-4	0	3.9	1	0	-5	12	13
COc1ccc(OCc2nnc(SCC(=O)N3c4ccccc4Sc4ccc(Cl)cc43)o2)cc1	-9	34	-8	-6	2	-0.4	2	3	0	16	23
Nc1nc2c(ncn2[C@@H]2O[C@H](CNC(=O)[C@H](N)Cc3cncn3COCc3ccccc3)[C@@H](O)[C@H]2O)c(=O)[nH]1	-3	2	nt	-3	nt	2.1	1	nt	-1	13	11
CCC1CCCCN1CC(=O)c1c(C)[nH]c2ccccc12 (stereo not given)	11	6	-25	-6	6	-2.1	-1	1	4	-11	12
Cc1ccc(Cn2c(=S)[nH]c3ccc(N4CCOCC4)cc3c2=O)o1	-16	-6	5	-6	-3	-3.4	0	4	10	34	-3
Cc1nc(C(=O)Nc2ccc(Cl)cc2Cl)nn1-c1cc(OC(C)C)c(Cl)cc1Cl	-10	-31	-11	-3	-2	1.2	-2	-1	-9	13	-19
CCOC(=O)C1(Cc2ccccc2)CCN(CC2CC=CCC2)CC1 (stereo not given)	10	4	18	-6	-14	-1.1	-4	0	5	13	14
O=C1c2cc(Cl)ccc2OC2(CCNCC2)C12CC(c1ccccc1)=NO2 (stereo not given)	3	9	3	-9	-6	-1.0	-2	1	26	3	0
NC(=O)C1(N2CCCCC2)CCN(c2nc(-c3ccccc3)cs2)CC1	-1	11	9	-5	20	-0.8	-1	0	-10	14	20
COc1ccccc1-c1cc(C(=O)N2CCCc3ccccc32)no1	-25	nt	0	-6	-45	-0.3	4	-2	-9	-40	-114
Cc1cc(C)n2c(SCC(=O)N(CCC#N)c3ccc4c(c3)OCCO4)nnc2n1	11	-5	0	-14	nt	-1.6	3	nt	-6	-2	-14
